Screening data: PubChem, National Center for Advancing Translational Sciences (NCATS)
Anesthetic bind: candidate novel general anesthetic via apoferritin binding. P02791. 350,000 compounds, 0.074% hits. apoferritin/1-aminoanthracene competitive binding, fluorescence. AID 485281. Potency, µM (series often up to 77.5 µM), for the others: top-dose activity change, negative = displacement, most hits filed as inhibitors; also: potency is read from the fitted curve at half-maximal effect; % is scaled to controls: 0 for no effect and ±100 for the full control effect; nearly all actives have a fitted effect of over 20% in size
Target sequence (P02791 2-175 limits assumed): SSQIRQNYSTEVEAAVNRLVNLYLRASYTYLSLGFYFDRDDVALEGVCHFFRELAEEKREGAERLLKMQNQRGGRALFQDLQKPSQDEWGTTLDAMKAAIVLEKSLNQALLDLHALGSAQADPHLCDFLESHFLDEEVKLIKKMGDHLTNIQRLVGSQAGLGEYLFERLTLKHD
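Horse-spleen apoferritin (10 uM) in 50% saturated 1-aminoanthracene in PBS was incubated 10 min at room temperature with compound. Fluorescence (ex 380, em 535 nm) was normalized to free and bound 1-AMA, with concentration-response fitted by a four-parameter Hill equation.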
POLH inh: DNA polymerase eta (human) inhibition. Potency, µM (titrated, usually from 114 µM), inactives show top-dose activity change, negative = inhibition, actives largely listed as inhibitors. 390,000 compounds, 1.2% hits. recombinant Pol eta, fluorescent DNA replication assay. Q9Y253; also: potency is read from the fitted curve at half-maximal effect; % is scaled to controls: 0 for no effect and ±100 for the full control effect
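Pol eta (10 nM) was preincubated with compounds for 15 min at room temperature, after which fluorescent replication substrate (50 nM final) was added to start the reaction. Fluorescence was read kinetically at 0 and 10 min.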
LDHA inh: LDHA (human) enzyme inhibition | 480,000 compounds, 0.15% hits | purified LDHA, NADH/diaphorase-resazurin fluorescence; stronger effect = lower value | activity change, % (values are at about 110 or 230 µM); in the data active = activity change below about -30%; inconclusive = mostly about -25% to -30%;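 also: plate controls were DMSO wells for no effect and wells without enzyme for full effect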
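Human LDH5 (2 nM) was incubated with 0.06 mM NADH and 0.2 mM pyruvate for 5 min at room temperature in Tris pH 7.4. Remaining NADH was coupled through diaphorase/resazurin, and resorufin fluorescence was read at 0 and 20 min.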
Glioma ERSR ind: inducers of ER stress response in human glioma cells; U87-MG GRP78 promoter luciferase reporter, 16 h; Potency, µM, for inactives: at the top dose activation, most hits filed as activators; 420,000 compounds, 0.02% hits; also: potency is read from the fitted curve at half-maximal effect; series mostly up to about 76 µM; % of control where 0% means no effect; nearly all actives have a fitted effect of over 35% in size
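Stably transfected U87-MG human glioma cells carrying a GRP78-based luminescent sensor were seeded at 1000 cells/well, pin-dosed with compounds and incubated 16 h. Luciferase reagent was then added, and end-point luminescence was read after 10 min at room temperature.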
BLM helicase inh: inhibitors of human Bloom syndrome helicase BLM; recombinant BLM DNA unwinding, fluorescence dequenching; 350,000 compounds, 0.2% hits; Potency, µM (series often up to 56.1 µM), inactives show at the top dose activity change, negative = inhibition, actives largely listed as inhibitors;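 also: potency is read from the fitted curve at half-maximal effect; plate controls were vehicle for no effect and no enzyme for full effect; nearly all actives have a fitted effect of over 35% in size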
Pol kappa inh: DNA polymerase kappa (human) inhibition. purified Pol kappa, fluorescent DNA synthesis assay, 10 min. Potency, µM (doses to about 107 µM), inactives show top-dose activity, negative = inhibition, actives largely listed as inhibitors. 400,000 compounds, 0.53% hits. AID 588579; also: potency is read from the fitted curve at half-maximal effect; % is scaled to controls: 0 for no effect and ±100 for the full control effect
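Pol kappa 10 nM + cpd, 15 min RT; start w/ substrate 50 nM final; fluorescence kinetic read, 0 and 10 min. Neg ctrl: buffer, no enzyme.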
APEX1 inh: inhibitors of human APE1 endonuclease. P27695. recombinant APE1, TAMRA/BHQ-2 abasic DNA cleavage fluorescence. 350,000 compounds, 0.35% hits. Potency, µM (titrated, usually from 65.8 µM), without a hit: at the top dose activity change, negative = inhibition, actives largely listed as inhibitors. AID 2517;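 also: potency is read from the fitted curve at half-maximal effect; plate controls were vehicle for no effect and reference inhibitor for full effect; nearly all actives have a fitted effect of over 55% in size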
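APE1 at 0.75 nM final was preincubated with compound 15 min at room temperature, then 50 nM double-stranded THF abasic-site substrate (5'-TAMRA/3'-BHQ-2) was added. Fluorescence (ex 525/em 598 nm) was read kinetically; third-minus-first read gave activity.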
POLI inh: DNA polymerase iota (human) inhibition; Pol iota fluorescent replication assay, 10 min; Potency, µM (doses to about 115 µM), for inactives: at the highest dose activity, negative = inhibition, hits mostly inhibitors; 390,000 compounds, 1% hits; Q9UNA4; also: potency is read from the fitted curve at half-maximal effect
Target sequence (Q9UNA4 whole entry, looked up): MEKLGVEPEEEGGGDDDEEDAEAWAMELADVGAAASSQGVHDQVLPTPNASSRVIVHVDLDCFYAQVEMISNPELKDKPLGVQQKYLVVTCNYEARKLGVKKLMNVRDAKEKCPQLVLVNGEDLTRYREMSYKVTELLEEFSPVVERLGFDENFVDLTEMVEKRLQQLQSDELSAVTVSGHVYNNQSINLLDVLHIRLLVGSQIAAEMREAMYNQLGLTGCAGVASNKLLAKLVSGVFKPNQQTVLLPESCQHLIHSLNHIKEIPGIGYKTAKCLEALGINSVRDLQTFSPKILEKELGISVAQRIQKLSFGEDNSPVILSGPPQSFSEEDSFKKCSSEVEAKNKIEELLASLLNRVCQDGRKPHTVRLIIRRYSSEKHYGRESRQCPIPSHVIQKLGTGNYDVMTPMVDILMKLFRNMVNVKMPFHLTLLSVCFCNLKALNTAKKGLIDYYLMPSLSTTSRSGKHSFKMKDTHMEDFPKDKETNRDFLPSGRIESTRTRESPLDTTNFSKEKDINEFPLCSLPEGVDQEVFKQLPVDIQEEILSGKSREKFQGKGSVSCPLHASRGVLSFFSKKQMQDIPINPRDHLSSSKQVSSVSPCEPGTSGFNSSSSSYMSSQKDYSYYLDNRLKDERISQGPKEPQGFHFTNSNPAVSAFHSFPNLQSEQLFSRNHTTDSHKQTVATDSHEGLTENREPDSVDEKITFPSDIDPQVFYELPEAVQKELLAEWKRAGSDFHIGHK
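Fluorescent replication assay read twice, at 0 min and 10 min after adding 50 nM (final) substrate. Enzyme (10 nM) and compounds were first incubated 15 min at room temperature; enzyme-free buffer wells were negative controls.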
Pol beta inh: DNA polymerase beta (human) inhibition; Pol beta primer extension/strand displacement, fluorescence kinetic; P06746; 340,000 compounds, 1.3% hits; Potency, µM (top dose mostly 114 µM), for inactives: top-dose activity change, negative = inhibition, usual class: inhibitors; also: potency is read from the fitted curve at half-maximal effect; % is scaled to controls: 0 for no effect and ±100 for the full control effect
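Preincubation: enzyme (10 nM) with compound, 15 min, RT. Reaction: substrate added to 50 nM final. Reads: 0 and 10 min. Analysis: normalized, Hill fit.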
Active calls of the source: *; ? = inconclusive; . = no result given; & = joins results of further samples; [ ] = another dose, or the depositor's remark. Unless noted, calls follow the shape of the dose curve; as a rule, active = well fitted curve in the direction sought with a large enough effect; inconclusive = small, poorly fitted or top-dose-only effect, or another doubt; inactive = no such curve, though single readings can be large; an effect the other way counts as inactive or inconclusive. Only part of the results is shown, so the mix of outcomes need not match the whole.

entry	SMILES	Anesthetic bind	POLH inh	LDHA inh	Glioma ERSR ind	BLM helicase inh	Pol kappa inh	APEX1 inh	POLI inh	Pol beta inh
1	CCC(C(=O)N/N=C(\C)c1cccnc1)c1ccccc1 (stereo not given)	-10%	-8%	-3	0%	-1%	1%	-10%	-15%	3%
2	COc1ccc(NC(C)=O)cc1NC(C)c1nc2sc(C)c(C)c2c(=O)[nH]1 (stereo not given)	53%[activator]	-22%	2	-4%	-12%	-7%	1%	117%[activator]	5%
3	CCCCNC(=O)c1sc2nc(C)cc(COC)c2c1-n1cccc1	?	-10%	1	-5%	-3%	-10%	-2%	12%	?
4	CC1Nc2ncnc(N3CCc4ccccc4C3)c2N(Cc2ccc(Br)cc2)C1=O (stereo not given)	.	-12%	0&-4	1%&2%	.	-3%	6%	?	.
5	O=c1cc(N2CCOCC2)cnn1-c1ccccc1	1%	-15%	-9	-3%	-1%	-8%	1%	223%[activator]	-16%
6	Cc1ccc(NC(=O)Cn2c(=O)n(Cc3ccc4c(c3)OCO4)c(=O)c3ccccc32)c(C)c1	-2%	-17%	-7	-3%	-7%	7%	.	25%	?
7	C/C(=N\NC(=O)c1cccs1)c1cccnc1	-7%	3%	-3	5%	5%	-9%	-2%	25%	12%
8	Clc1ccccc1Cc1noc(CN2CCN(c3cnccn3)CC2)n1	-11%	-6%	-2	-4%	1%	-10%	-1%	32%[activator]	12%
9	COC(=O)c1c(C)[nH]c(C(=O)OCC(=O)NC(C)(C)C)c1C	-7%	-3%	-3	0%	-4%	-20%	-8%	9%	-19%
10	Cc1ccc(NC(=O)Cn2ncc3c4ccccc4n(Cc4ccccc4)c3c2=O)cc1Cl	3%	-23%	-7	-3%	-1%	-8%	.	-4%	-7%
11	COc1ccc(S(=O)(=O)N2CCC(C(=O)NCc3cccnc3)CC2)cc1C	6%	-18%	-7	-3%	-3%	-1%	-9%	34%[activator]	5%
12	O=S(=O)(Cc1ccc(Cl)cc1Cl)c1ccc(Cl)cc1	.	-15%	3	0%	.	?	.	-28%	.
13	COc1cc(C(=O)Nc2cc(C(F)(F)F)ccc2N2CCOCC2)ccc1O	1%	-16%	-2	-4%	-2%	-9%	2%	11%	39%
14	O=C(Nc1cccnc1)c1ccc(Cl)c(S(=O)(=O)N2CCCC2)c1	-6%	11%	0	-1%	-2%	-2%	8%	-20%	34%
15	COc1ccc(C(=O)Nc2cccc(C)n2)cc1S(=O)(=O)N1CCCc2ccccc21	.	0%	-5	-1%	.	-7%	.	-3%	.
16	Cn1c(CO)cnc1SCc1ccc(F)cc1	-5%	-10%	-6	1%	-3%	5%	-1%	20%	10%
17	CCN1C(=O)[C@H]2[C@@H](c3ccc(C)cc3)N3C(=O)N(c4ccc(C)cc4)C(=O)[C@@]3(Cc3ccccc3)[C@H]2C1=O	-15%	-8%	-4	-2%	-4%	8%	-12%	3%	49%
18	CN(C)S(=O)(=O)c1ccc(NC(=O)c2cccnc2)cc1	7%	-10%	0	0%	0%	7%	0%	-6%	2%
19	COc1ccc2nc(NC(C)=O)sc2c1	-3%	-4%	-3	0%	0%	-8%	2%	10%	19%
20	CCOc1cc(/C=C2/SC(=O)N(CC(=O)N3CCc4ccccc4C3)C2=O)ccc1OCC(=O)O	-19%	?	2	4%	0%	-13%	0%	-26%	13%
21	O/N=C/c1ccccc1OCc1ccc(Cl)cc1	?	-11%	-4	-5%	-7%	-15%	-5%	-9%	-15%
22	O=C(c1cc(N2CCOCC2)c(F)cc1[N+](=O)[O-])N1CCOCC1	-11%	-1%	-1	0%	0%	-9%	31%	93%[activator]	-27%
23	Cc1ccccc1N=C1Nc2ccccc2CS1	?	-15%	-7	1%	-7%	-14%	-1%	3%	3%
24	CN(C(=O)CSc1nnc(-c2c[nH]c3ccccc23)o1)C1CCS(=O)(=O)C1 (stereo not given)	-1%	-2%	-10	-1%	3%	-11%	-1%	-21%	-1%
25	CC(C)(C)c1ccc(C(=O)NCC(=O)NNC(=O)c2ccccc2O)cc1	.	3%	3	0%	.	-3%	-5%	10%	.
26	Cc1ccc(N2CCN(c3nc4c(S(=O)(=O)c5ccc(C)c(C)c5)nnn4c4ccccc34)CC2)c(C)c1	7%	15%	-5	-2%	-1%	8%	.	-5%	9%
27	CC1CCN(C(=O)c2nc[nH]c2C(=O)OCCNC(=O)OC(C)(C)C)CC1	.	-1%	-5	-2%	.	-6%	3%	-21%	.
28	O=C(Cn1nc(-c2ccccc2F)ccc1=O)Nc1ccc(S(=O)(=O)N2CCCCCC2)cc1	?	-8%	-16	-3%	-3%	-4%	-4%	?	-20%
29	CS(=O)(=O)N1CCN(c2nc(-c3ccc(F)cc3)cs2)CC1	-7%	6%	-4	-1%	-3%	-7%	0%	4%	-1%
30	CC(C)Oc1cccc(C(=O)O)c1	-13%	-1%	-2	-4%	0%	1%	2%	19%	-6%
31	CCOc1ccc(CCNc2ncnc3onc(C)c23)cc1OCC	-1%	-24%	0	3%	3%	-13%	.	11%	-4%
32	Cc1ccc(NC(=O)C2CCCN2C(=O)NC2CCCCC2)c(C)c1 (stereo not given)	2%	-11%	-3	5%	-2%	-3%	3%	32%[activator]	0%
33	CC(C)CC(=O)Nc1ccc(C(=O)NN2C(=O)c3ccccc3C2=O)cc1	-14%	-12%	-9	-2%	1%	-21%	2%	8%	21%
34	CCCC/C=C1\CCc2c([nH]c3ccccc23)C1=O	-6%	-13%	1	7%	-4%	-13%	-7%	68%[activator]	-1%
35	Cn1c(=O)c(-c2ccc(Cl)cc2)nc2cncnc21	.	.	.	-2%	0%	-3%[60.1 µM]	-2%	.	.
36	CCOC(=O)c1[nH]c(C)c(C(=O)NCc2cccc(OC)c2)c1C	-6%	-6%	-11	-4%	-11%	-6%	.	17%	10%
37	CC(C)CC(=O)Nc1ccccc1-c1nnn(CC(=O)N2CCOCC2)n1	-9%	-14%	0	-5%	-2%	-6%	0%	36%[activator]	-19%
38	O=C1c2oc3ccccc3c(=O)c2C(c2cccc(Cl)c2)N1c1ccccn1 (stereo not given)	-4%	-8%	-5	-3%	1%	-18%	.	-12%	41%[activator]
39	COC(=O)c1c(NC(=O)CSc2nnc(C)c(=O)[nH]2)sc(C)c1C	-14%	-8%	-4	-2%	1%	-13%	?	20%	3%
40	COCCn1c(-c2cccc(Br)c2)nc2c(c(=O)c3ccccc3n2C)c1=O	-8%	1%	-4	-2%	-3%	0%	15%	7%	64%
41	Cc1[nH]c2ccccc2c1C(=O)C(=O)N1CCCc2ccccc21	-18%	-2%	1	3%	-13%	-2%	0%	2%	-9%
42	Brc1ccc(/C=C/C=N/Nc2nc3ccccc3s2)cc1	-5%	-5%	-1	6%	-1%	-5%	1%	-1%[58.9 µM]	1%
43	Cc1ccc(-c2nnc(Oc3ccc(NC(=O)c4ccccc4)cc3)c3ccccc23)cc1	3%	?	-8	-3%	-2%	-2%	-1%	36%[activator]	-6%
44	NC(=O)CN1CCN(C(=O)Nc2ccccc2)CC1	10%	-11%	-1	-1%	3%	-17%	0%	-18%	2%
45	NCC1O[C@@H](OC2C(N)C[C@H](N)[C@@H](O[C@H]3OC(CO)C(O)C(N)C3O)C2O)C(N)C(O)C1O (stereo not given in full)	-4%	.	.	-5%	51%[activator]	-7%[60.1 µM]	.	.	.
46	NC(=O)c1c(NC(NC(=O)c2ccco2)(C(F)(F)F)C(F)(F)F)sc2c1CCCC2	-18%	-8%	13	4%	-28%	-24%	5%	47%	2%
47	Cc1noc(C)c1COC(=O)c1ccccc1Sc1ccccc1C#N	-4%	2%	-6	-1%	-8%	-2%	7%	4%	-1%
48	COc1ccc(Nc2nc(N)nc(CSC(=S)N3CCCCC3)n2)cc1	-23%	-10%	-2	6%	-8%	-3%	-2%	6%	0%
49	O=c1c(-c2cccs2)nc2cnc(Oc3ccccc3)nc2n1Cc1cccs1	.	.	.	-4%	-8%	-3%[60.1 µM]	-3%	.	.
50	O=C1c2ccccc2S(=O)(=O)c2cc(N3CCN(c4ccccc4)CC3)ccc21	.	-17%	-4	-4%	.	3%	.	4%	.
51	CCOC(=O)/C=C1\CN(Cc2cc(OC)c(OC)c(OC)c2)S(=O)(=O)c2ccccc21	-6%	-10%	-3	12%&-3%	-10%	-8%&-10%	?	-10%&-2%	?
52	Cc1ccc(NC(=O)Cn2c(O)c(N=NC(=O)c3ccncc3)c3ccccc32)cc1	-5%	-19%	-5	-5%	-13%	-7%	-1%	44%[activator]	0%
53	O=C1CCCC(NCCCCCCNC2=C([N+](=O)[O-])C(=O)CCC2)=C1[N+](=O)[O-]	-12%	-11%	-3	-4%	-4%	-4%	-2%	22%	21%
54	Cc1c(O)c(=O)n(-c2ccccc2)n1C	5%[29.3 µM]	-19%	-3	-4%&-3%	5%[21.4 µM]	7%	3%	24%	.
55	COc1cc(Cl)c(NC(=O)CCc2nc3cccnc3n2-c2ccccc2)c(OC)c1	-5%	-9%	-2	-2%	1%	-1%	.	12%	21%
56	Cc1ccccc1-n1c(=O)cc(N2CCc3ccccc3C2)[nH]c1=O	-6%	-9%	2	-1%	-3%	-4%	-2%	?	15%
57	CC(C)Cn1c(N)c(C(=O)COC(=O)c2ccccc2C(=O)c2ccccc2)c(=O)n(C)c1=O	.	-20%	-18	-4%	.	-19%	-1%	10%	.
58	COc1ccc(NC(=O)NC2CC3CCCC(C2)N3Cc2ccccc2)cc1 (stereo not given)	-10%	2%	-4	0%	2%	-14%	-7%	13%	21%
